Screens from PubChem.
EPAC1 agonist: qHTS for Agonist of cAMP-regulated guanine nucleotide exchange factor 3 (EPAC1): primary screen; EPAC1 agonist qHTS, biochemical assay; response scale: 100% = response to 6.5 mM cAMP; Potency, µM (titrated, usually from 154 µM), for inactives: at the highest dose activation, actives largely listed as activators; hit rate 0.073% among 360,000; AID 720707, 2013; also: nearly all actives have a fitted effect of over 60% in size
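Compounds were pinned as a concentration titration into mixtures of EPAC1 (100 nM), BODIPY-GDP-loaded Rap1B (250 nM) and GDP (50 uM). After 5 min at room temperature, fluorescence was followed for 30 min; activity was scaled to 6.5 mM cAMP.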
PTHR1 ag: qHTS for PTHR1 Agonists: Primary Screen; Parathyroid hormone/parathyroid hormone-related peptide receptor (Homo sapiens), Q03431; HEK293 GP2 PTHR1 cells, GloSensor cAMP luminescence, 1 h; Potency, µM (titrated, usually from 115 µM), inactives show at the top dose activation, most hits filed as activators; hit rate 0.075% among 410,000; also: nearly all actives have a fitted effect of over 55% in size; some results filed as inactive show a strong effect at the top dose; inactives centre near -15; many of its hits are not listed in these tables
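HEK-293-derived GP2 cells expressing PTHR1 and a GloSensor cAMP reporter, 3,000/well, plated overnight, given luciferin plus IBMX (each 0.5 mM as added) for 1 h at 37 °C, then compound for 1 h at 37 °C. Luminescence was read after 15 min at room temperature.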
EPAC1 antagonist: qHTS for Antagonist of cAMP-regulated guanine nucleotide exchange factor 3 (EPAC1): primary screen | EPAC1 GEF assay, Rap1b-BODIPY-GDP exchange fluorescence | hit rate 0.14% among 360,000 | Rap guanine nucleotide exchange factor 3 (Homo sapiens), O95398 | Potency, µM (highest dose often 115 µM), without a hit: at the highest dose activity change, negative = inhibition, actives largely listed as inhibitors;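 also: plate controls were vehicle for no effect and positive control for full effect; nearly all actives have a fitted effect of over 50% in size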
FUS suppressor: qHTS for Suppressors of FUS Proteinopathy: Primary screen using FUS-linked yeast assay; S. cerevisiae FUS-expressing, growth rescue, OD600, 24 h; Potency, µM (top dose mostly 76.6 µM), inactives show top-dose growth rescue (activation), hits mostly activators; AID 1347120, 2019; hit rate 0.24% among 390,000;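 also: plate controls were DMSO vehicle for no effect and reference control for full effect; nearly all actives have a fitted effect of over 55% in size; some results filed as inactive show a strong effect at the top dose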
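Yeast expressing FUS under galactose induction, OD 0.005 in 2% galactose medium; compounds in a dilution series, 24 h at 30C. Growth rescue by absorbance at 600 nm; CP55940 positive control, DMSO negative.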
aSyn rescue: qHTS of alpha-syn Inhibitors; AID 652106, 2013; Yeast expressing alpha-synuclein, growth rescue, BacTiter-Glo, 24 h; hit rate 0.14% among 370,000; Potency, µM (doses to about 46.1 µM), for inactives: at the top dose growth rescue (activation), actives largely listed as activators; also: % of control where 0% means no effect; nearly all actives have a fitted effect of over 65% in size
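Readout is rescue of growth in alpha-synuclein-expressing yeast, so inhibitors of toxicity appear as activators. Growth after 24 hr at 30 deg C in galactose medium is quantified by luminescence.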
TDP-43 yeast inh: qHTS of TDP-43 Inhibitors; TDP-43 expressing yeast growth rescue, BacTiter-Glo, 24 h; Potency, µM (titrated, usually from 46.1 µM), for the others: top-dose growth rescue (activation), most hits filed as activators; hit rate 1.8% among 410,000; also: % of control where 0% means no effect; nearly all actives have a fitted effect of over 50% in size
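In this qHTS, compounds that restore growth of yeast expressing TDP-43 appear as activators. Cells (OD600=0.02, galactose medium, raffinose-pregrown) are incubated with compound 24 hr at 30 deg C and growth is quantified by BacTiter-Glo.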
EPAC2 antagonist: qHTS for Antagonist of cAMP-regulated guanine nucleotide exchange factor 2 (EPAC2): primary screen | Rap guanine nucleotide exchange factor 4 (Homo sapiens), Q8WZA2 | EPAC2 GEF exchange of Rap1B-BODIPY-GDP, fluorescence | Potency, µM (top dose mostly 114 µM), for the others: top-dose activity, negative = inhibition, usual class: inhibitors | hit rate 0.18% among 360,000; also: % is scaled to controls: 0 for no effect and ±100 for the full control effect; nearly all actives have a fitted effect of over 45% in size; many of its hits are not listed in these tables
Target sequence (Q8WZA2 whole entry, looked up): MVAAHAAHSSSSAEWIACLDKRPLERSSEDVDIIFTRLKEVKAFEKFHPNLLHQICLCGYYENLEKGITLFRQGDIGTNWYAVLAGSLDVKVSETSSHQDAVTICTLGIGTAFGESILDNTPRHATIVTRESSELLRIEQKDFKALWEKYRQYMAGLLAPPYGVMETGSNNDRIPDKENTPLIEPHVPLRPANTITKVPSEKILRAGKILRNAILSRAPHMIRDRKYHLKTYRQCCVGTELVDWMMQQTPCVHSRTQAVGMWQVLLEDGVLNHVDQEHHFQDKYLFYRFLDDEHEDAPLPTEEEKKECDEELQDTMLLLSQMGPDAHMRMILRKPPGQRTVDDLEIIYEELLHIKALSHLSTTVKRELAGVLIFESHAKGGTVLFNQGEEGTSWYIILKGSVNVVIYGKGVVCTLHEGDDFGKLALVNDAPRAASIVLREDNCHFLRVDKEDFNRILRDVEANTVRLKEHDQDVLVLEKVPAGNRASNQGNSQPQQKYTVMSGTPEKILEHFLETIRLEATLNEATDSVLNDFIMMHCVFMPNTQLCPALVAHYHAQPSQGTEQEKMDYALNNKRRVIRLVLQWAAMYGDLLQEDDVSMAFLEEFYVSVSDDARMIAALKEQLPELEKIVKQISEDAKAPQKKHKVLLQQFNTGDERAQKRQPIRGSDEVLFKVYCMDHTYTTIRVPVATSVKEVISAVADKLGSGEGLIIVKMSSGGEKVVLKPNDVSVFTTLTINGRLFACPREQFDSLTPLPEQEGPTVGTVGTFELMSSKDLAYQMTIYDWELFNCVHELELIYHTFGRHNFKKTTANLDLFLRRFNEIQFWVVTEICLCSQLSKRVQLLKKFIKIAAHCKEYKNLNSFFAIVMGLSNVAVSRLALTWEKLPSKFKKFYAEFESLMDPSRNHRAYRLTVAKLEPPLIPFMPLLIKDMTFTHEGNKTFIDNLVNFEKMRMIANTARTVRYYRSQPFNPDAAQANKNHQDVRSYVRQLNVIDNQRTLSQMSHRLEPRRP
EPAC2 ag: qHTS for Agonist of cAMP-regulated guanine nucleotide exchange factor 4 (EPAC2): primary screen | Rap guanine nucleotide exchange factor 4 (Homo sapiens), Q8WZA2 | EPAC2 activation, biochemical qHTS; response scale: 100% = 6.5 mM cAMP response | Potency, µM (titrated, usually from 154 µM), for inactives: at the highest dose activation, usual class: activators | hit rate 0.079% among 360,000 | AID 720711, 2013; also: nearly all actives have a fitted effect of over 50% in size
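Guanine nucleotide exchange by EPAC2 is measured as reduced fluorescence of BODIPY-GDP once it is released from 250 nM Rap1B. Plates are read kinetically for 30 min at room temperature; results are scaled to 6.5 mM cAMP.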
* = called active by the depositor; i = inactive; u = inconclusive; x = not tested or not shown; [ ] = remark or other dose. Calls follow the shape of the dose curve; as a rule, active = well fitted curve in the direction sought with a large enough effect; inconclusive = small, poorly fitted or top-dose-only effect, or another doubt; inactive = no such curve, though single readings can be large; an effect the other way counts as inactive or inconclusive. Potency is read from the fitted curve at half-maximal effect. Not all compounds are listed; the hit share may differ from the screen's.

#	structure	EPAC1 agonist	PTHR1 ag	EPAC1 antagonist	FUS suppressor	aSyn rescue	TDP-43 yeast inh	EPAC2 antagonist	EPAC2 ag
1	CCOP(=O)(OCC)C(Nc1ccc(C(=O)O)cc1)c1ccccc1 (centres undefined)	2%	37%	14%	-21%	1%	-12%	2%	5%
2	O=S(=O)(O/N=C1\CCCc2ccccc21)c1ccccc1	2%	i	7%	13%	5%	17%	6%	8%
3	OCCN1CCN(c2nccn3ccnc23)CC1	0%	i	-5%	-7%	-1%	13%	2%	4%
4	CCCCc1ccc(NC(=S)N2CCN(c3ccccn3)CC2)cc1	-5%	-22%	-10%	11%	0%	20%	-1%	2%
5	COc1ccccc1N1CCN(C(=O)Cn2cnc3onc(-c4ccc(F)cc4)c3c2=O)CC1	x	i	x	u	u	u	x	x
6	COc1ccc(-c2ccc(SCC(=O)c3cccs3)nn2)cc1	27%	i	-20%	3%	-9%	12%[9.22 µM]	-6%	5%
7	CCOC(=O)CCSc1n[nH]c(=S)s1	-7%	-7%	13%	6%	1%	0%	3%	15%
8	O=C1Nc2ccccc2/C1=C\c1cccn1-c1ccc(OC(F)(F)F)cc1	-16%	i	-4%	39%	-2%	21%	8%	-49%[inhibitor]
9	CCC1=C(OC(=O)N(CC)CC)N2C(=O)OC(=NCCc3c[nH]c4ccccc34)[C@]2(C)[C@H]2C1=CC[C@H]1C(=O)N(CC)C(=O)[C@H]12	2%	-20%	7%	10%	1%	17%	-13%	-6%
10	N#Cc1cccnc1Nc1ccc(Cl)cc1	11%	i	-7%	2%	11%	-2%	-10%	8%
11	COc1cccc(-c2nn(-c3ccccc3)cc2C(=O)n2nnc3ccccc32)c1	-3%	-15%	0%	x	2%	0%	-2%	-4%
12	c1ccc(CSc2nnc3ccc(-c4cccs4)nn23)nc1	-3%	-4%	-20%	19%	4%	1%	8%	1%
13	CC(=O)c1cccc(-c2cnc3c(NC=O)cc(-c4ccc(C(=O)N5CCOCC5)cc4)cn23)c1	2%	-1%	-15%	32%	6%	27%	0%	7%
14	O=C1NC[C@@H](CCCCN2C[C@H](Cc3ccccc3)N(CCc3ccc(O)cc3)C(=O)C2=O)N(Cc2ccccc2)C1=O	4%	-13%	-1%	27%	-3%	4%	21%	-5%
15	Cc1[nH]c2ccccc2c1C(=O)CN1C(=O)NC2(CCCCCC2)C1=O	3%	-15%	-9%	7%	0%	0%	1%	8%
16	O=C(NC1CCS(=O)(=O)C1)c1cccc(S(=O)(=O)N2CCCCCC2)c1 (centres undefined)	6%	-18%	-20%	3%	-1%	6%	2%	-7%
17	COc1ccccc1-c1nc2ccccc2n(CC(C)C)c1=O	1%	-3%	-8%	16%	4%	-40%[inhibitor]	u	1%
18	OCC1(Cc2ccc(F)cc2)CCCN(CCc2ccccc2)C1 (centres undefined)	-4%	i	-12%	10%	11%	-10%	3%	1%
19	CCOC(=O)C1=NNC2(c3ccc(Cl)cc3)C(=O)N(c3cc(C)cc(C)c3)C(=O)C12 (centres undefined)	11%	i	5%	u	-1%	-25%	6%	10%
20	NCCc1nnc(SCc2ccccc2Cl)o1	-2%	i	11%	8%	-2%	-32%[inhibitor]	11%	11%
21	Nc1c(N2CCOCC2)cc(Cl)c2nonc12	-1%	-24%[57.5 µM]	u	10%	8%	24%	18%	-5%
22	COC(=O)c1ccc2nc(NC(=O)C(C)(C)C)sc2c1	-6%	-32%[inhibitor]	4%	-1%	4%	u	7%	4%
23	COc1ccc(CN(C)CC(=O)Nc2cccc(S(=O)(=O)N(C)c3ccccc3)c2)c(OC)c1	10%	-30%	-1%	x	-6%	-6%	-4%	14%
24	COCCNc1nc2cc(-c3ccccc3)sc2c(=O)n1C	-7%	-9%	u	-1%	11%	20µM*	2%	8%
25	CN1CCN(C2=Cc3ccccc3Sc3cc(F)c(Cl)cc32)CC1	11%	-6%[57.5 µM]	12%	9%	6%	-19%	-6%	1%
26	CCC(=O)N(C)CCc1cc2c(c(OC)c1/C=N/NC(=O)[C@H]1C[C@@H]1c1ccccc1)OCO2	6%	-26%	2%	13%	u	-10%	-12%	0%
27	O=C(Nc1ccc(F)cc1F)C1CCN(S(=O)(=O)c2cccnc2)CC1	-2%	i	u	-1%	-7%	8%	6%	0%
28	COCCOc1cc(N(CC(=O)N(C)C)S(=O)(=O)c2ccccc2)c(Cl)cc1Cl	-3%	-16%	9%	13%	4%	-13%	11%	3%
29	CC(C)Oc1cccc(C(=O)C2CCCN(Cc3ccc(Oc4ncccn4)cc3)C2)c1 (centres undefined)	13%	-6%	0%	5%	2%	-14%	-1%	-2%
30	OCC1OC(c2ccc(OCc3ccccc3)cc2OCc2ccccc2)C(O)C1O (centres undefined)	-5%	-15%	-26%	31%	-6%	15%	0%	1%
31	COc1ccc(CN2C3CCCC2CC(NC(=O)c2cccc(F)c2)C3)cc1 (centres undefined)	0%	-59%[inhibitor]	-11%	-24%	5%	15%	-1%	-2%
32	COc1cccc(N=Nc2c(N)[nH]n3c(=O)cc(-c4ccccc4)nc23)c1	-1%	-28%	7%	-43%	2%	17%	2%	-7%
33	COc1ccc(S(=O)(=O)N2CCCCCC2)cc1C(=O)N1CCCCC1	-3%	i	15%	6%	0%	-15%	10%	-1%
34	CC1(C(=O)NS(=O)(=O)c2ccc(F)cc2F)CCN1C(=O)Cc1ccccc1Cl (centres undefined)	-1%	i	-11%	-12%	6%	5%	5%	-1%
35	COc1cccc(NC(=S)NCc2ccc3c(c2)cc(C)n3C)c1	1%	-11%	-11%	u	11%	14%	0%	2%
36	Cc1ccc(F)cc1NC(=O)c1ccc(NS(=O)(=O)c2ccc(Br)s2)cc1	7%	-33%[inhibitor]	-1%	x	9%	u	-13%	6%

Two entries from above, in transposed form.
#34 CC1(C(=O)NS(=O)(=O)c2ccc(F)cc2F)CCN1C(=O)Cc1ccccc1Cl (centres undefined)
#35 COc1cccc(NC(=S)NCc2ccc3c(c2)cc(C)n3C)c1

compound no. | 34 | 35
EPAC1 agonist | -1% | 1%
PTHR1 ag | i | -11%
EPAC1 antagonist | -11% | -11%
FUS suppressor | -12% | u
aSyn rescue | 6% | 11%
TDP-43 yeast inh | 5% | 14%
EPAC2 antagonist | 5% | 0%
EPAC2 ag | -1% | 2%

The listing continues.
#	structure	EPAC1 agonist	PTHR1 ag	EPAC1 antagonist	FUS suppressor	aSyn rescue	TDP-43 yeast inh	EPAC2 antagonist	EPAC2 ag
37	O=C(COc1ccccc1/C=C1\SC(=O)NC1=O)Nc1ccc(F)cc1	4%	i	u	2%	-1%	7%	-12%	1%
38	CC(OC(=O)C1CC(=O)N(Cc2ccco2)C1)C(=O)Nc1cccc(C#N)c1 (centres undefined)	2%	i	-4%	0%	0%	-4%	9%	6%
39	CC(=O)N1CCN(C(=O)c2ccc(Cl)c(S(=O)(=O)N3CCCCCC3)c2)CC1	12%	i	-5%	x	-5%	-23%	-2%	-2%
40	O=C(C1CCN(S(=O)(=O)c2cccnc2)CC1)N1CCCCC1	4%	i	10%	-3%	1%	-20%	4%	4%
41	COc1ccccc1N1CCN(S(C)(=O)=O)CC1	0%	-15%[57.5 µM]	6%	-4%	0%	-9%	-24%	13%
42	COc1ccccc1/C=N/NC(=O)CSc1cc(C)nc2ccccc12	2%	-26%	-18%	2%	1%	-13%[0.397 µM]	0%	2%
43	COC(=O)[C@]12CCCCC=C1N(Cc1ccccc1)C(=O)[C@H](CC(=O)N1CCCCC1)C2	-6%	10%	-25%	20%	-1%	22%	0%	6%
44	COc1ccc(S(=O)(=O)N(C)C[C@H]2Oc3c(NC(=O)Nc4ccccc4)cccc3C(=O)N([C@H](C)CO)C[C@@H]2C)cc1	-3%	-12%	-6%	44%	1%	10%	-22%	6%
45	CCOC(=O)c1c(C)oc2ccc(O)c(CN3CCCCC3)c12	4%	-15%[57.5 µM]	11%	-7%	2%	-5%	7%	5%
46	Cc1sc2ncnc(SCC(=O)NNC(=O)c3ccco3)c2c1C	-3%	-4%	-4%	-31%	0%	5%	20%	1%
47	CCOC(=O)c1cnc(SC)nc1Oc1cccc(NS(=O)(=O)c2ccc(F)cc2)c1	2%	-14%[57.5 µM]	6%	-8%	0%	11%	-1%	4%
48	O=C1C2(CCCC13COC(c1ccc(O)cc1)OC3)COC(c1ccc(O)cc1)OC2 (centres undefined)	-16%	i	10%	-21%	-2%	-3%	9%	-9%
49	COc1ccc(C(=O)OCC(=O)c2cc(OC)ccc2OC)c(OC)c1	3%	-14%	-9%	3%	10%	u	-4%	6%
50	Cc1onc(-c2ccccc2Cl)c1C(=O)Nc1nnc(-c2ccc(Br)cc2)s1	10%	-75%[inhibitor]	0%	30%	16%	-17%	3%	6%
51	c1coc(CNCCCN2CCOCC2)c1	0%	-7%[57.5 µM]	8%	18%	-13%	-12%	11%	4%
52	Cc1ccc(S(=O)(=O)NCCc2ccccc2)cc1	-1%	i	-1%	-1%	13%	u	0%	-4%
53	COCCN(C(=O)c1cc(Cl)ccn1)c1c(N)n(Cc2ccccc2)c(=O)[nH]c1=O	-1%	5%	3%	x	-5%	-27%	2%	0%
54	COc1cc(/C=C/C(=O)OCC(=O)N(C)C2CCS(=O)(=O)C2)ccc1OC(F)F (centres undefined)	1%	i	-9%	x	0%	12%	7%	-6%
55	CCOc1ccc(S(=O)(=O)NCCC(=O)NCC(C)(C)N2CCOCC2)cc1	3%	i	-7%	4%	2%	9%	6%	-1%
56	COc1ccc(Cn2cnc3sccc3c2=O)cc1	7%	-6%[57.5 µM]	-2%	-13%	-2%	11%	2%	5%
57	CCn1c2ccccc2c2cc(C#N)c(N)nc21	10%	i	-27%	-26%	1%	5%	-1%	7%
58	Cc1cccc(C(C)C)c1NC(=O)C1CCN(S(=O)(=O)c2ccccc2)CC1	-9%	-91%[inhibitor]	-1%	40%	-4%	-3%	-3%	8%
59	Cc1nc2c(OCCC3CCCCC3)cccn2c1N(C)C(=O)CCC1CCCC1	-14%	i	-26%	38%	-50%[inhibitor]	35µM*	-18%	8%
60	CSc1ccccc1C(=O)NCCCOC(C)C	5%	17%[57.5 µM]	-2%	16%	2%	-1%	-2%	3%
